TAG inh: inhibitors of triacylglycerol accumulation; H9c2 cells, Nile Red lipid (TAG) fluorescence; cells loaded with 200 µM oleic acid; inhibition, % at 12.5 µM; 230,000 tested, 0.66% active; AID 651582;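 active means pattern-corrected inhibition of lipid staining of at least 50% with the nuclear-stain viability signal not falling by more than 50%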;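 further: 0% = DMSO wells and 100% = triacsin C control wells; some results filed as inactive read as strong as hits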
TAG inh DAPI viability: recorded beside TAG inh, whose call it bears; DAPI nuclei signal change (viability), lower = more cytotoxic, %;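 whole-well DAPI fluorescence read on a plate reader as a viability signal; minus 50 percent equals half of cells still viable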
Active calls of the source: *.

structure	TAG inh	TAG inh DAPI viability
Cc1cnc(NC(=O)CSc2nnc(COc3ccccc3)o2)s1	-14.9	7.7
CC(=O)N(C)Cc1ccc(C(=O)CCl)cc1	10.7	2.1
CC(C)CC(N)C(=O)OCc1ccc([N+](=O)[O-])cc1 (stereo unspecified)	-2.4	3.2
Cc1ccc(S(=O)(=O)Nc2cccc3ncccc23)s1	-66.3	-3.6
COc1ccc(C(=O)N2CCCC(C(=O)N3CCN(c4ccccc4)CC3)C2)cc1 (stereo unspecified)	10.6	-7.5
COc1cccc(N2CCN(C(=O)c3ccc(OC)c(S(=O)(=O)NC4CC4)c3)CC2)c1	-3.4	7.1
O=S1(=O)c2c(F)cccc2O[C@@H](COCc2ccccc2)CN1CCc1ccc(F)cc1	-22.3	9.2
COc1ccc(-c2nnc(SCC(=O)N3CCCC3=O)n2N)cc1OC	-5.8	2.4
COCCN(CC(=O)Nc1cccc(C)c1C)C(=O)c1ccc2c(c1)OCO2	1.9	-4.7
CCOC(=O)c1c(NC(=O)COC(=O)Cc2ccccc2[N+](=O)[O-])sc(C(=O)N(C)C)c1C	11.3	-10.8
O=C1c2ccccc2C(Nc2ccc(Cl)cc2)N1CCN1CCOCC1 (stereo unspecified)	1.4	3.7
COc1ccc(-c2csc(NC(=O)CSc3nnnn3C)n2)c(OC)c1	5.5	-7.4
CSCCC1NC(=O)N(CC(=O)N2CCc3ccccc3C2)C1=O (stereo unspecified)	3.4	0.4
COc1ccc(-c2c(-c3ccc4c(c3)OCO4)c3ccccc3n2C)cc1	11.5	13.6
COc1ccc(CNC(=O)C(=O)NCC2OCCN2S(=O)(=O)c2ccccc2)cc1 (stereo unspecified)	29.3	2.2
CCc1nnc(NC(=O)c2ccc(S(=O)(=O)N(C)Cc3ccccc3)cc2)o1	12.5	0.2
COC(=O)c1ccc(N=CC2=C(O)CC(c3ccccc3)CC2=O)cc1 (stereo unspecified)	-12.9	13.3
CNC(=O)c1ccc(NC(=O)CC2SC(N3CCCC3)=NC2=O)cc1 (stereo unspecified)	10.2	-8.0
O=C1CCc2cc(S(=O)(=O)NCc3ccccc3Cl)ccc2N1	9.6	2.0
CCCC(O)(CCN1CCCCC1)c1ccc(OCC)cc1 (stereo unspecified)	-11.8	-5.5
Cc1cc(C(=O)OCc2nnc(-c3ccccc3)o2)c(C)n1-c1ccccc1	3.9	6.1
O=C(COC(=O)Cc1ccc(Cl)cc1)NCc1ccc(Cl)cc1	-1.0	-6.2
Cc1ccc(NC(=O)Cn2nc(C)c(S(=O)(=O)N(C)C)c2C)cc1C	8.9	-4.9
COc1cccc(C(=O)COc2ccc(NC(=O)c3cccs3)cc2)c1	9.5	1.6
Cc1ccc(C(=O)OCC(=O)NCc2cccs2)s1	-7.7	3.6
Cc1cc(NC(=O)c2ccco2)ccc1-n1cnnn1	-5.8	8.4
CCc1ccc(C(=O)NNC(=O)OC)cc1	5.1	10.8
Cc1ccccc1Nc1nnc(SCC(=O)NCC2CCCO2)s1 (stereo unspecified)	0.3	1.0
C[C@H]([C@H](O)c1ccccc1)N(C)C(=O)CN	-1.4	-1.5
COc1ccccc1CC(=O)Nc1ccc(S(=O)(=O)N2CC(C)CC(C)C2)cc1 (stereo unspecified)	-15.9	-4.8
COc1ccc(CNCc2cccc(Oc3ccccc3)c2)cc1	-13.3	3.4
O=C(CSc1nnc(Cn2nnc3ccccc32)o1)Nc1cccc(Cl)c1	-0.6	4.6
Cc1ccccc1N1C(=O)C2ON(c3ccccc3)C(c3ccco3)C2C1=O (stereo unspecified)	10.3	8.4
CC1(C)C2CCC1(C(=O)O)c1nc3ccccc3nc12 (stereo unspecified)	-13.4	-6.1
Cn1nnc(NC(=O)CSc2nnnn2-c2ccc(F)cc2)n1	-12.6	4.5
CCNc1nc(NC(C)C)nc(NC(C)(C)C)n1	11.0	11.9
O=C(NCCCn1ccnc1)Nc1cccc2ccccc12	-0.1	-0.4
COc1ccc(NC(=O)NCc2ccc3c(c2)OCO3)cc1	1.9	-8.0
Cc1ncoc1C(=O)N1CCc2c([nH]c3ccccc23)C1C1CCCCC1 (stereo unspecified)	-14.9	18.0
FC(F)(F)c1cc(-c2ccccc2)nc(NCc2cccnc2)n1	8.6	0.1
O=C(COC(=O)c1cccc(S(=O)(=O)N2CCOCC2)c1)NC1CCCCC1	-4.2	-0.7
CCSc1nnc(NC(=O)c2c(C)noc2C)s1	-14.0	1.8
Cc1cc(OCC(O)CN)ccc1Cl (stereo unspecified)	9.5	-5.8
CSc1ncccc1C(=O)OCC(=O)NC1CCCCC1	2.0	4.6
O=C(Nc1ccc2c(c1)C(=O)NC2=O)c1ccc(S(=O)(=O)N2CCCC2)cc1	-12.6	5.2
COC(=O)CCC(=O)OC1(C)C(=O)C=C2C=C(C3CC3)N(Cc3ccc4c(c3)OCO4)C=C2C1=O (stereo unspecified)	6.1	-5.1
CC(C)n1c(=S)[nH]c2cc(C(F)(F)F)ccc21	4.7	-1.2
Cc1onc(-c2ccccc2)c1C(=O)NC(CC(=O)O)c1ccc(OC(C)C)cc1 (stereo unspecified)	18.9	-12.2
O=C(Nc1ccc(Cl)cc1)Nc1ccon1	-8.3	-4.8
C=C(C)C(=O)Nc1cccc(C2=NOC3(C2)C[C@@H](C(N)=O)N(C(=O)c2cc([N+](=O)[O-])cc([N+](=O)[O-])c2C)C3)c1 (stereo partly specified)	9.6	4.7
O=C(c1cc(-c2ccc(Cl)cc2)nc2ccccc12)N1CCOCC1	8.1	4.8
Cc1ccc(S(=O)(=O)N(CC(=O)Nc2ccccc2C(=O)O)c2cccc(Cl)c2C)cc1	-1.0	6.5
CCSc1nnc(NC(=O)CCCOc2ccc(C)cc2)s1	3.3	-33.3
COc1ccc(C(=O)Nc2ccccc2C(=O)NCc2cccnc2)cc1	26.4	-0.8
Cc1cc(Cl)ccc1N1C(=O)CC(SCCC(=O)O)C1=O (stereo unspecified)	-21.4	4.1
O=C(Nc1ccc2c(c1)OCCO2)c1ccccc1Cl	8.1	-12.9

Further entries.
structure	TAG inh	TAG inh DAPI viability
CCc1nccn1S(=O)(=O)c1ccc2ccccc2c1	0.8	2.8
CC(C)c1ccc(S(=O)(=O)N2CCN(C(=O)CCNS(=O)(=O)c3ccccc3F)CC2)cc1	5.2	-7.2
CCCCNc1c(-c2cccc(-c3ccc(OC)cc3)c2)nc2ccc(C)cn12	6.3	85.8
Cc1nnc(SCC(=O)Nc2ccc(F)cc2)n(N)c1=O	15.0	-8.3
CC1CC1C(=O)Nc1cc(S(=O)(=O)N2CCOCC2)ccc1N1CCCC1 (stereo unspecified)	0.6	-10.9
Cc1ccc(SCC(=O)c2ccc[nH]2)cc1	-0.3	-8.9
Cc1cccc(COc2ccc(/C(O)=C3\C(=O)C(=O)N(CCN(C)C)C3c3ccncc3)cc2)c1 (stereo unspecified)	3.7	-10.1
COC(=O)CN(c1nc(C)c(Cl)c(OC)n1)S(=O)(=O)c1ccc(C)cc1	-1.5	1.6
CCOc1ccc(C(=O)NCC(=O)N2CCN(C/C=C/c3ccccc3)CC2)cc1OCC	17.8	-5.2
CCC1(c2ccc(C)cc2)NC(=O)N(CC(=O)Nc2cccc(S(=O)(=O)N3CCCC3)c2)C1=O (stereo unspecified)	3.4	-2.9
Clc1ccc(/C=N/NC(=Nc2ccccc2)c2ccccn2)c(Cl)c1	1.3	-5.8
CCCC(CCC)C(=O)Oc1cc(C)[nH]c(=O)c1[N+](=O)[O-]	3.1	-12.4
CN(C)c1ncnc2c1ccn2C1OC(CO)C(O)C1O (stereo unspecified)	32.0	-31.4
O=C(CN1CCOc2ccccc21)NCc1ccc(F)cc1	-28.8	0.2
COc1ccc(CNc2ccc(C)c(C)c2)c(OC)c1OC	-23.9	-4.7
Cc1nc(NCCc2ccccc2F)c(C#N)c(C)c1[N+](=O)[O-]	4.4	6.6

Given as labelled records: 3 of the compounds above
CCC1(c2ccc(C)cc2)NC(=O)N(CC(=O)Nc2cccc(S(=O)(=O)N3CCCC3)c2)C1=O (stereo unspecified)
- TAG inh: 3.4
- TAG inh DAPI viability: -2.9

CN(C)c1ncnc2c1ccn2C1OC(CO)C(O)C1O (stereo unspecified)
- TAG inh: 32.0
- TAG inh DAPI viability: -31.4

Cc1nc(NCCc2ccccc2F)c(C#N)c(C)c1[N+](=O)[O-]
- TAG inh: 4.4
- TAG inh DAPI viability: 6.6

(listing goes on)
structure	TAG inh	TAG inh DAPI viability
O=C(Nc1nnc(-c2ccccc2F)s1)c1cccnc1	-4.1	-10.4
CCS(=O)(=O)N1CCN(c2ccc([N+](=O)[O-])c(NCC3CCCO3)c2)CC1 (stereo unspecified)	12.5	-13.0
Cc1n[nH]c(C)c1S(=O)(=O)N1CCCC(C(=O)N2CCN(c3ccc(Cl)cc3)CC2)C1 (stereo unspecified)	-14.0	0.9
CC(=O)Nc1ccc(/C(C)=N/Nc2nc(Nc3ccccc3)nc(N3CCOCC3)n2)cc1	128.8	-73.0
CCOc1cc(C)c(Cl)cc1S(=O)(=O)N1CCCC1	-19.4	-0.4
Cc1ccc(NC(=O)CCC(=O)NNC(=O)COc2ccc([N+](=O)[O-])cc2)cc1C	3.8	-5.2
O=C1COc2ccc(C(=O)COC(=O)c3ccc4ccccc4n3)cc2N1	3.7	-5.8
COc1ccc(OCc2cc(C(=O)NC3CCOC(C)(C)C3)no2)c2ccccc12 (stereo unspecified)	-4.9	-12.7
O=C(CCc1nnc(Cc2ccc(-c3ccccc3)cc2)o1)N1CCCC1	-17.7	-7.6
COc1ccccc1C(=O)COC(=O)c1cnc(C)cn1	4.5	-5.5
CCOC(=O)c1cnc(SCC(=O)N2CCC(C(N)=O)CC2)nc1N	-12.7	-11.0
COc1ccccc1NS(=O)(=O)c1ccc(NC(=O)CCNC(=O)c2ccco2)cc1	12.9	-3.0
O=C(c1cccc(C(F)(F)F)c1)N(c1ccccn1)C1CCCCC1	-4.4	-7.8
C[C@@H]1CN([C@@H](C)CO)C(=O)c2cc(NC(=O)c3ccccc3)ccc2O[C@@H](C)CCCCO[C@@H]1CN(C)Cc1ccc(C(F)(F)F)cc1	11.7	3.4
N/C(=N\NS(=O)(=O)c1ccc(Cl)cc1)c1ccccn1	4.1	-0.2
CCN(CC)c1ccc(C(=O)c2cnc(/N=C/N(C)C)s2)cc1	-5.2	-1.4
O=C(c1cnn2c(C(F)F)cc(-c3ccccc3)nc12)N1CCc2ccccc2C1	-18.3	14.9
OC(c1ccc(F)c(F)c1)c1ncc(-c2ccc(Cl)cc2)[nH]1 (stereo unspecified)	-26.6	-0.1
O=C(COC(=O)c1ccc([N+](=O)[O-])cc1)Nc1ccccc1C(=O)NC1CC1	3.7	-4.2
O=C(NCc1cccnc1)c1c(O)c2cccc3c2n(c1=O)CCC3	6.3	-4.8
O=[N+]([O-])c1cc(Cl)ccc1Sc1ccccn1	12.0	-5.9
Cc1occc1-c1nnc(SCC(=O)NCc2cccs2)n1CC1CCCO1 (stereo unspecified)	-0.2	3.5
CN(C)c1nc(Oc2ccc(=O)[nH]n2)nc(N2CCOCC2)n1	14.6	-9.6
O=C(Cn1cnc2c(cnn2-c2ccccc2)c1=O)NCc1ccccc1	7.4	-8.1
CCOC(=O)c1[nH]c2cc3c(cc2c1NC(=O)CN1CCCC1)OCO3	-1.8	11.6
CCOC(=O)/C=c1\s/c(=C(\C#N)C(N)=O)n(-c2ccccc2)c1=O	12.6	-13.0
C[C@H](NC(=O)OC(C)(C)C)C(=O)NCC1CCC(C(=O)O)CC1 (stereo partly specified)	-19.1	16.0
CCCn1nc(C(=O)Nc2ccc(-n3cnnn3)cc2)c2ccccc2c1=O	8.5	0.5
COc1cc(C=O)ccc1OCCCCOc1ccccc1[N+](=O)[O-]	-0.6	-5.8
COc1cc(NC(=O)c2ccc([N+](=O)[O-])o2)ccc1NC(=O)c1cccs1	83.7	-69.1
CC[C@@H](C)CN1C(=O)N[C@@H](c2ccccc2)C(C(C)=O)=C1C	-2.0	-12.6
Cc1ccc(Oc2ccc(Cl)cc2N)cc1	-0.6	6.5
C[C@H]1CN([C@@H](C)CO)C(=O)CCCn2nncc2CO[C@@H]1CN(C)Cc1ccc(C(F)(F)F)cc1	1.2	2.7
O=C(O)c1cccc2c1-c1ccc(Cl)cc1C2	-5.1	5.7
CC[C@H](C)[C@H]1CNC(=S)N1CC1CCN(CCCCc2ccccc2)CC1	0.5	7.1
CC(C)(C)c1ccc(C(=O)NNC(=O)CCc2ccccc2)cc1	5.7	-5.3
CCOC(=O)Cc1csc(NC(=O)c2ccc(Br)cc2)n1	12.2	-2.6
Cc1cc(NC(=O)CSc2ccccn2)no1	1.8	-15.4
Cc1cccc(/C=C/c2onc(C)c2S(=O)(=O)N2CCC(C(=O)NC(C)(C)C)CC2)c1	-6.0	-1.0
Cc1ccc(NC(=O)CN(C)C(=O)C(c2ccccc2)c2ccccc2)cc1	15.5	3.1
CC(=O)Oc1ccc2ccccc2c1C(NC(=O)Cc1ccccc1)c1ccc(Cl)cc1 (stereo unspecified)	-5.1	-6.1
Cc1ccc([C@H]2C(C(=O)O)=CC[C@@H](c3ccc(C)cc3)N2S(=O)(=O)c2ccc(C)cc2)cc1	7.6	2.1
OCCNc1ncnc2c1nnn2Cc1ccccc1Cl	5.9	-3.2
CCN(CC)c1ncnc2c1ncn2[C@H]1CN(Cc2ccc(OC)cc2)C[C@@H](CO)O1	12.7	-2.7
COc1cccc(-n2cc3c(=O)n(C)c(=O)n(C)c3c2)c1	-0.4	0.0
CN1C2C=C(N(CCc3ccccc3)C(=O)c3ccc(Cl)cc3)CC1CC2 (stereo unspecified)	-0.5	11.5

An excerpt; the hit share may differ from the screen's.
